Screens (PubChem)
PG9 binder: binders of HIV-1 gp120 antibody PG9, primary screen, biochemical, TR-FRET. TR-FRET gp120-PG9 antibody binding. inhibition, % at 6.7 µM. hit rate 0.43% among 360,000. AID 624416, 2012; in the data active = inhibition above about 8.5%
NR1D1 modulator: modulators of Rev-erb alpha DNA binding, primary screen, biochemical, FITC-DNA, fluorescence polarization, uHTS. Nuclear receptor subfamily 1 group D member 1 (Homo sapiens), P20393. Rev-erbα–FITC-DNA binding, 90 min. activity, % at 10 µM. hit rate 0.79% among 370,000;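 active = activity above about 14%, limit read from the data; passing the limit was not always enough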;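 also: 0% = DMSO wells with 35 nM protein and 100% = DMSO wells with 750 nM protein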
Target sequence (P20393 whole entry, looked up): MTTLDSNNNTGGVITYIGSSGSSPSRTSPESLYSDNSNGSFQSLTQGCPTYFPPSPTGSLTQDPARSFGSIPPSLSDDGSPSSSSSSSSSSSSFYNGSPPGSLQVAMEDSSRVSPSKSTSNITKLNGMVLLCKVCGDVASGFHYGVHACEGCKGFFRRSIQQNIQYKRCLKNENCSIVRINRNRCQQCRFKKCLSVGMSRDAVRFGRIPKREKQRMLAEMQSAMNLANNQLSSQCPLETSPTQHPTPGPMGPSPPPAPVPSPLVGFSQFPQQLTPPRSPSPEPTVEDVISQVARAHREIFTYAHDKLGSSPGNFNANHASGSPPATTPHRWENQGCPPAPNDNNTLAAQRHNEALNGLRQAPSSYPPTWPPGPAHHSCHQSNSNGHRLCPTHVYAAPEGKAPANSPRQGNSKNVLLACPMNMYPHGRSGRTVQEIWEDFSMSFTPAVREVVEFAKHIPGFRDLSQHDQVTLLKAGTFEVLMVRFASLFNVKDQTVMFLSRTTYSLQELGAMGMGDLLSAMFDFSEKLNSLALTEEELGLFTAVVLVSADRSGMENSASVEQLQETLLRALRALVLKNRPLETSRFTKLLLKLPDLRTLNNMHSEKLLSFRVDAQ
SIAE primary: human SIAE inhibitors, primary screen, biochemical, fluorescence polarization, FP-Rh probe, 1536-well HTS. Sialate O-acetylesterase (Homo sapiens), Q9HAT2. SIAE FP-Rh probe binding. inhibition, % at 9.66 µM. hit rate 0.69% among 370,000;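 active = inhibition above a cutoff: mean of compounds within the control limits plus 3 SD of those, cut at about 17% in these data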;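 also: 0% = plate median of compound wells and 100% = probe without SIAE protein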
Target sequence (Q9HAT2 whole entry, looked up): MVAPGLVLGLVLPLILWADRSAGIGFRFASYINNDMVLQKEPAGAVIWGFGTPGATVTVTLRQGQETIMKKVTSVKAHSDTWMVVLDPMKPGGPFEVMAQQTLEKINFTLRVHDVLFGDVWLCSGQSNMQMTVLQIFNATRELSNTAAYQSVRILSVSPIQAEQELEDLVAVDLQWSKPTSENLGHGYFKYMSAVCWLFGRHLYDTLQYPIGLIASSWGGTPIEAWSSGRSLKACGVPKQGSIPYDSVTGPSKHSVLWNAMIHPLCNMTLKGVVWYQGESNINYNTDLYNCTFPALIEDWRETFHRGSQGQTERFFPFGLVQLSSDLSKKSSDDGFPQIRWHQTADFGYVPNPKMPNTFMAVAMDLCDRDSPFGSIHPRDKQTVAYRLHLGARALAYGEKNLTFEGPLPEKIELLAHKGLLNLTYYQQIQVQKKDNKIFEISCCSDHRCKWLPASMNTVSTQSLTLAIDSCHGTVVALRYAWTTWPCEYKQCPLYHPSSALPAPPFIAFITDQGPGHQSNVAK
PRMT1 FP inh: PRMT1 methyltransferase inhibitors, primary screen, biochemical, fluorescence polarization; inhibition, % at 2.79 µM; Protein arginine N-methyltransferase 1 (Homo sapiens), Q99873; hit rate 1.3% among 370,000; recombinant PRMT1, activity-based probe fluorescence polarization;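 active = inhibition above about 21% made by adding two undisclosed values, limit read from the data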
TDP2 absorb: human TDP2 enzyme inhibitors, primary screen, biochemical, epi absorbance, recombinant enzyme | Tyrosyl-DNA phosphodiesterase 2 (Homo sapiens), O95551 | T5PNP hydrolysis, p-nitrophenol absorbance 415 nm | inhibition, % at 12.8 µM | hit rate 0.34% among 370,000 | AID 720702, 2013;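 active = inhibition above the mean of all tested compounds plus 3 SD, set per campaign, cut at about 25% in these data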;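 also: 0% = DMSO with enzyme and 100% = buffer with substrate but no TDP2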
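Evaluation: % inhibition relative to enzyme-containing and enzyme-free wells. Material: recombinant human TDP2. Benchmarks: enzyme-free and DMSO wells. Timing: enzyme reaction with compound for 2 h at 37 °C. Compound dosing: 12.8 µM only. Measured by: p-Nitrophenol epi absorbance. Reagent: T5PNP substrate at 5 mM, a TopII-DNA adduct mimic. Replication: single well per compound.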
HTRA1 inh: HTRA1 serine protease inhibitors, primary screen, biochemical, fluorescence polarization, HTS; hit rate 0.5% among 340,000; Q92743; recombinant HTRA1, FP-rhodamine activity-based probe; inhibition, % at 5.96 µM; in the data active = inhibition above about 36%;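 also: 0% = enzyme with DMSO and 100% = wells lacking enzyme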
rCAG binder: binders of r(CAG) RNA repeats, primary screen, biochemical, fluorescence | r(CAG) RNA repeat, TO-PRO-1 dye displacement fluorescence | inhibition, % at 3 µM | hit rate 1.3% among 370,000 | AID 651821, 2012;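 active = inhibition above the plate cutoff, the mean of all test compounds on that plate plus 3 SD, cut at about 35% in these data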;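 also: 0% = DMSO alone and 100% = 100 µM mitoxantrone as full dye displacement; higher means more dye released from RNA so lower well fluorescence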
TCR CD3 inh: inhibitors of human TCR-CD3 interaction, primary screen, biochemical, fluorescence, TAMRA-labeled TCR probe; AID 651800, 2012; inhibition, % at 9.4 µM; hit rate 0.37% among 360,000; T-cell receptor (TCR); in the data active = inhibition above about 19%;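 also: recombinant mutant TCR 2C K166C tagged with TAMRA read by polarization; 0% = receptor in buffer alone and 100% = receptor with positive control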
LEDGF integ inh: blockers of LEDGF/p75-dependent integrase strand transfer – biochemical, TR-FRET, high throughput, primary screen. TR-FRET IN-LEDGF/p75 DNA integration, Eu/Cy5. hit rate 0.64% among 370,000. HIV-1 integrase (with human LEDGF/p75). inhibition, % at 3.7 µM. AID 743269, 2014;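 active = inhibition above the screen-wide mean plus 3 SD, cut at about 13% in these data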;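 also: signal is the Cy5 over europium emission ratio at 671 and 618 nm; 0% = plate median of compound wells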
ABHD4 inh: ABHD4 inhibitors, primary screen, biochemical, fluorescence polarization, mouse. inhibition, % at 8.92 µM. purified mABHD4, FP-Rh probe fluorescence polarization. hit rate 0.54% among 370,000;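 active = inhibition exceeding the mean over every tested compound plus 3 SD, cut at about 30% in these data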;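 also: 0% = plate median of compound wells and 100% = S159A mutant with DMSO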
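System: mouse ABHD4 enzyme, wild type / Medium: HEPES pH 7.0, NaCl, Pluronic buffer / Reagent: FP-Rh activity-based fluorescent probe / Control set: S159A mutant high control, sample median low control / Detection: fluorescence polarization with parallel and perpendicular emission, 525/598 nm / Schedule: 45 min + 60 min at 25 °C / Compound dosing: 8.92 µM, single dose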
The depositor's hits bear a star; · = not tested or not shown. Some of the compounds tested; the hit share may differ from the screen's.

Results follow in this order: PG9 binder	NR1D1 modulator	SIAE primary	PRMT1 FP inh	TDP2 absorb	HTRA1 inh	rCAG binder	TCR CD3 inh	LEDGF integ inh	ABHD4 inh
1: COC(=O)c1cn(NC(=O)CCC2CCCC2)c(=O)c2ccccc12
→ 0.8	-2.2	-3.5	1.4	-2.2	1.3	10.1	-5.6	1.3	-2.7
2: CC1CCN(C2CCN(C(=O)c3ccccc3F)CC2)CC1
→ 1.4	0.9	4.8	-0.9	28.2*	-4.4	0.4	0.9	0.4	12.1
3: CCOc1ccccc1NC(=O)CN1C(=O)COc2ccc(C)cc21
→ -1.3	6.3	0.7	-6.0	-20.6	-6.6	-2.6	0.9	-1.5	-7.3
4: COC(=O)CCNc1n[nH]c(=O)[nH]c1=O
→ -1.3	0.0	0.3	0.1	-6.8	-0.7	-0.4	9.9	4.8	4.7
5: Cc1cc(F)c(F)c(C(=O)N2CCN(C)CC2)c1Cl
→ 2.2	-2.3	-1.8	3.2	-0.1	-1.2	-2.2	-1.5	3.2	-6.9
6: CCCCN(CC)Cc1ccc(CNC(=O)Nc2ccc(OCC)cc2)o1
→ -0.5	2.5	-2.4	-2.5	-2.2	3.5	-7.0	7.0	3.9	-1.2
7: Cc1ccc(N2CC(C(=O)Nc3cc(C)on3)CC2=O)cc1 (configuration not stated)
→ -1.9	-4.4	5.5	-2.0	-3.2	-9.8	0.7	-2.5	-0.4	-0.6
8: COC(=O)C1C2CC(=O)C(C2)C1C(=O)OC (configuration not stated)
→ -0.3	-6.9	-3.5	-3.1	-0.1	-0.7	1.3	0.8	-0.2	-1.3
9: Cc1cc(C)nc(NC(=NCCc2c[nH]c3ccccc23)NC(=O)C(C)(C)C)n1
→ 0.8	-4.3	3.4	-2.7	-9.0	-6.3	-2.7	3.5	2.3	-2.7
10: CSc1nc(N)nc2c1ncn2CC(=O)NCc1ccc2[nH]ccc2c1
→ 0.2	-0.9	1.8	-0.3	4.2	-0.4	6.2	1.4	-2.0	3.5
11: CCOc1ccc(NC(=O)C2CC(=O)OC2c2ccccc2)cc1 (configuration not stated)
→ 1.2	2.7	-1.6	3.2	-5.0	5.8	-5.1	-4.5	-2.0	-5.9
12: CC(C)CNC(=O)COCc1cc(-c2ccc3c(c2)OCO3)on1
→ 0.1	3.1	13.5	-1.5	1.0	1.4	-4.8	2.1	1.4	-2.6
13: O=C(C1CCCN(c2ncnc3c2nc2n3CCCCC2)C1)N1CCN(c2cccc(Cl)c2)CC1 (configuration not stated)
→ 0.1	1.6	0.4	-1.2	6.3	-22.2	-1.1	1.3	0.3	3.7
14: NC(=O)C1(N2CCCCC2)CCN(Cc2ccc(Br)cc2)CC1
→ 1.4	-2.7	-7.0	-0.5	3.8	3.1	-8.6	-1.2	-3.4	3.5
15: CN(C)CCSc1nnc(-c2ccccc2)o1
→ 3.5	4.3	1.9	2.1	6.0	-3.4	-0.1	-1.6	0.8	-0.5
16: COc1ccc(CC(=O)Nc2cc(C)c3c(=O)oc4ccccc4c3n2)cc1
→ -0.2	41.3*	4.0	-1.4	6.3	-4.8	1.8	2.7	-5.1	-0.1
17: CCN1CCN(C(=S)c2ccc(Cl)cc2)CC1
→ 0.9	4.9	8.1	84.5*	-0.6	-1.5	-3.3	-0.9	8.3	0.2
18: Cc1ccc(Nc2nc(COC(=O)COc3ccc(C=O)cc3)cs2)cc1
→ -0.8	3.4	3.6	1.5	1.1	-18.5	2.5	-2.9	1.7	9.9
19: Cc1cc2oc(C(=O)NC3CCS(=O)(=O)C3)c(C)c2cc1C (configuration not stated)
→ -0.3	-1.3	4.3	3.9	-4.0	-2.2	-1.7	-1.2	-0.7	1.7
20: Cc1cccc(OCC(=O)NC(=S)Nc2ccccc2N2CCOCC2)c1C
→ -1.3	40.0*	-4.7	2.2	-5.3	2.2	-5.0	1.9	-0.1	-7.1

Results follow in this order: PG9 binder	NR1D1 modulator	SIAE primary	PRMT1 FP inh	TDP2 absorb	HTRA1 inh	rCAG binder	TCR CD3 inh	LEDGF integ inh	ABHD4 inh
21: O=C(c1c[nH]c2ccccc12)N1CCOCC1
→ 0.7	-2.7	-0.6	-1.1	11.4	-1.3	1.9	-8.2	0.6	4.3
22: O=C(NC1(C(F)(F)F)C(=O)Nc2c1c(=O)[nH]c(=O)n2-c1ccccc1)c1cccnc1 (configuration not stated)
→ -1.2	-6.3	7.0	-2.3	-4.8	-9.9	3.8	6.2	-0.9	-8.1
23: O=C(Nc1cccc(-c2ccc(F)cc2)c1)C1CCCN(C(=O)c2cscn2)C1 (configuration not stated)
→ -0.3	1.4	-0.7	-5.4	-3.2	-6.4	0.2	10.6	1.2	0.5
24: COc1ccccc1NC(=O)c1ccc[n+]([O-])c1
→ 0.6	-3.6	9.7	-4.9	-7.2	7.3	3.3	-4.2	2.8	1.1
25: Cc1ccnc(NC(=O)CCC(=O)N(CC(=O)NC2CCCCC2)Cc2ccccc2)c1
→ -1.8	0.6	-7.8	-2.4	4.3	-7.0	-3.3	3.1	3.7	-0.2
26: Cc1ccc(OCc2ccc(C(=O)N3CCOCC3)cc2)cc1C
→ -0.3	-0.1	0.2	-1.4	0.2	-3.8	-2.9	-0.1	4.8	1.2
27: COc1ccc(C(C)(C)C)cc1NC(=O)c1cncc(Br)c1
→ -0.8	0.4	-1.3	0.9	-3.1	-22.2	-10.0	-1.1	-1.0	-7.1
28: CCN(CC)S(=O)(=O)c1ccc2c(c1)N(CC(=O)NCCN1CCOCC1)C(=O)CO2
→ 0.9	-4.5	-3.8	4.1	-3.0	5.6	0.0	-7.2	-0.2	-4.1
29: CCCCNC(=O)Nc1nnc(-c2ccc(Cl)cc2)o1
→ 0.9	-2.2	-1.4	0.6	-4.4	-5.2	1.3	2.3	0.0	0.4
30: CC(=O)c1ccc(S(=O)(=O)NC2CC2)cc1
→ -0.2	1.2	-4.5	8.0	-13.0	3.8	-0.2	1.8	-7.6	-5.0
31: CC(C)c1ccccc1NC(=S)N1CCN(S(=O)(=O)c2cccs2)CC1
→ -1.9	-10.0	6.4	-4.6	6.0	-0.4	4.2	6.8	-0.4	2.7
32: O=C(c1ccccc1Cl)N1CCC(n2cccc2)CC1
→ -0.7	-1.1	9.1	2.4	13.8	3.5	2.1	-2.4	-0.2	1.3
33: C=CCn1c(NC(=O)c2ccc(C)cc2)c(C#N)sc1=N
→ 0.6	0.8	-3.2	3.1	-9.4	-2.0	16.6	-3.9	-4.6	-6.8
34: CCc1cccc(CC)c1NC(=O)Cn1c(-c2ccc(F)cc2)noc1=O
→ -0.4	-5.3	-1.4	-2.7	2.1	-0.2	0.0	6.2	-0.5	3.9
35: Cc1ccc(C)c(SCC(=O)NNC(=O)c2csc(N3CCOCC3)n2)c1
→ -3.0	1.5	-1.0	-3.5	-18.2	-2.5	-0.4	3.5	0.7	-2.7
36: N#CCC1c2ccccc2CCN1C(=O)Nc1ccc(C(F)(F)F)cc1 (configuration not stated)
→ 2.3	3.4	-4.4	2.2	-10.9	-15.2	-2.0	-3.5	7.3	-22.8
37: c1ccc(-c2cn(-c3ccccc3)c3[n+]2CCCS3)cc1
→ -1.5	0.2	0.1	0.9	7.3	3.0	0.7	0.1	0.4	0.7
38: COc1cc2c(cc1OC)C(C(N)=O)NCC2 (configuration not stated)
→ -0.6	1.6	-2.9	-2.8	4.0	-4.5	1.5	-2.2	-2.8	-1.1
39: Brc1ccc(-c2nnc(-c3ccc4c(c3)OCO4)o2)o1
→ -3.9	-8.3	4.2	2.6	-6.6	-5.1	3.2	-2.2	5.0	4.6
40: CCCCNC(=O)C1c2ccccc2OCC(=O)N1CCCN1CCOCC1 (configuration not stated)
→ -0.1	-0.8	-4.1	-1.2	7.2	·	0.0	-2.1	1.1	2.4

Results follow in this order: PG9 binder	NR1D1 modulator	SIAE primary	PRMT1 FP inh	TDP2 absorb	HTRA1 inh	rCAG binder	TCR CD3 inh	LEDGF integ inh	ABHD4 inh
41: CCC(C)(C)C(=O)O
→ -2.0	0.6	2.9	0.9	4.5	1.9	0.8	-5.3	0.9	-0.7
42: COc1ccc(OC)c(C(=O)COC(=O)COc2ccccc2)c1
→ -0.2	-4.9	0.9	-1.7	5.4	-3.4	11.2	0.3	2.6	2.4
43: CCOC(=O)C1=CC[C@@H](c2ccccc2)N(S(=O)(=O)c2ccc(C)cc2)[C@H]1c1ccc(CC)cc1
→ -2.6	-4.6	4.3	-2.1	9.2	·	2.9	12.2	-2.8	1.5
44: CCOC(=O)CN1NC2(CCC(C)CC2)NC1=S (configuration not stated)
→ 0.9	-5.0	8.1	14.7	-0.6	8.4	-1.6	1.7	-0.6	11.8
45: CC(=O)Nc1ccc(S(=O)(=O)N(Cc2ccccc2)c2ccccc2)cc1
→ 1.0	-4.3	-5.7	-0.4	-2.9	-42.6	3.8	3.4	-1.8	-14.6
46: Cc1cc(N2CCN(S(C)(=O)=O)C[C@H]2C)ccc1N1CCN(Cc2ccccc2)[C@H](C)C1
→ 0.6	-3.4	1.8	1.6	0.3	·	2.3	10.6	-1.1	11.7

Arranged by count of non-hydrogen atoms (rising): 8 of the compounds above.
Results follow in this order: PG9 binder	NR1D1 modulator	SIAE primary	PRMT1 FP inh	TDP2 absorb	HTRA1 inh	rCAG binder	TCR CD3 inh	LEDGF integ inh	ABHD4 inh
41: CCC(C)(C)C(=O)O
→ -2.0	0.6	2.9	0.9	4.5	1.9	0.8	-5.3	0.9	-0.7
38: COc1cc2c(cc1OC)C(C(N)=O)NCC2 (configuration not stated)
→ -0.6	1.6	-2.9	-2.8	4.0	-4.5	1.5	-2.2	-2.8	-1.1
44: CCOC(=O)CN1NC2(CCC(C)CC2)NC1=S (configuration not stated)
→ 0.9	-5.0	8.1	14.7	-0.6	8.4	-1.6	1.7	-0.6	11.8
39: Brc1ccc(-c2nnc(-c3ccc4c(c3)OCO4)o2)o1
→ -3.9	-8.3	4.2	2.6	-6.6	-5.1	3.2	-2.2	5.0	4.6
37: c1ccc(-c2cn(-c3ccccc3)c3[n+]2CCCS3)cc1
→ -1.5	0.2	0.1	0.9	7.3	3.0	0.7	0.1	0.4	0.7
42: COc1ccc(OC)c(C(=O)COC(=O)COc2ccccc2)c1
→ -0.2	-4.9	0.9	-1.7	5.4	-3.4	11.2	0.3	2.6	2.4
36: N#CCC1c2ccccc2CCN1C(=O)Nc1ccc(C(F)(F)F)cc1 (configuration not stated)
→ 2.3	3.4	-4.4	2.2	-10.9	-15.2	-2.0	-3.5	7.3	-22.8
45: CC(=O)Nc1ccc(S(=O)(=O)N(Cc2ccccc2)c2ccccc2)cc1
→ 1.0	-4.3	-5.7	-0.4	-2.9	-42.6	3.8	3.4	-1.8	-14.6
